Pin1 inhibitor: inhibitors of human Pin1 | Pin1 FP peptide displacement, HiFluor488, 10 min | Potency, µM (highest dose often 115 µM), without a hit: top-dose activity, negative = inhibition, hits mostly inhibitors | 390,000 compounds, 0.009% hits | AID 504891; active = well fitted inhibition curve with a large enough effect in the polarisation, with a control signal flat, not every such curve was filed as active; inconclusive = small, poorly fitted or top-dose-only effect, or effect the other way, or a change in a side signal; inactive = no such curve, though single readings can be large or run the other way; the % refers to the polarisation; also: potency is read from the fitted curve at half-maximal effect; % is scaled to controls: 0 for no effect and ±100 for the full control effect
Target sequence (Q13526 whole entry, looked up): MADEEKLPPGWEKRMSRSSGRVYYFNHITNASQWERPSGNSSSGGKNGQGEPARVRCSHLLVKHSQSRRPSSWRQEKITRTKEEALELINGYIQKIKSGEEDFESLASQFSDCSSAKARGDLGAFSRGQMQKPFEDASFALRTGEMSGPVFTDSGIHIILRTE
TrxR1 substrate: substrates of rat thioredoxin reductase 1 | O89049 | purified TrxR1 substrate turnover, NADPH consumption readout | Potency, µM (series often up to 114 µM), for the others: top-dose activity change, negative = substrate turnover | 390,000 compounds, 0.01% hits; also: potency is read from the fitted curve at half-maximal effect; % is scaled to controls: 0 for no effect and ±100 for the full control effect; nearly all actives have a fitted effect of over 50% in size
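Rat TrxR1, dispensed at 90 nM, was prereduced with 400 uM NADPH (final) for 5 min at ~22 deg C, then incubated with compound 15 min before 400 uM selenite. A first-read NADPH fluorescence drop versus no-compound background flagged substrates.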
TrxR1 inh: rat TrxR1 inhibition; 390,000 compounds, 1% hits; Potency, µM (highest dose often 114 µM), for inactives: at the top dose activity change, negative = inhibition, actives largely listed as inhibitors; AID 588453; O89049; recombinant rTrxR1, NADPH fluorescence consumption, selenite substrate; also: potency is read from the fitted curve at half-maximal effect; % is scaled to controls: 0 for no effect and ±100 for the full control effect; nearly all actives have a fitted effect of over 65% in size
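Rat TrxR1 (90 nM in the dispensed reagent) was pre-reduced with 400 uM NADPH for 5 min at room temperature, then incubated with compound for 15 min. After 400 uM selenite was added, NADPH fluorescence (Ex 340/Em 450 nm) was followed for 8 min.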
TRHR agonist: agonists of human TRH receptor; P34981; TRHR cells, calcium flux fluo-8, FDSS agonist mode; activation, % at 2 µM; 360,000 compounds, 0.18% hits; in the data active = activation above about 30%; also: 0% is about no effect
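Read-out: compound-evoked intracellular calcium rise in TRHR cells, fluo-8 dye, kinetic FDSS fluorescence at 1 s/cycle following a 10-cycle baseline. Cells cultured overnight before dye loading (30 min–1.5 h, RT).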
USP1-UAF1 inh: USP1/UAF1 (human) deubiquitinase inhibition | recombinant USP1/UAF1, Ub-Rhodamine cleavage fluorescence | Potency, µM (doses to about 57.1 µM), for the others: at the top dose activity change, negative = inhibition, actives largely listed as inhibitors | 390,000 compounds, 0.23% hits; also: potency is read from the fitted curve at half-maximal effect; % is scaled to controls: 0 for no effect and ±100 for the full control effect; nearly all actives have a fitted effect of over 60% in size; inactives centre near -12
Target sequence (O94782 whole entry, looked up): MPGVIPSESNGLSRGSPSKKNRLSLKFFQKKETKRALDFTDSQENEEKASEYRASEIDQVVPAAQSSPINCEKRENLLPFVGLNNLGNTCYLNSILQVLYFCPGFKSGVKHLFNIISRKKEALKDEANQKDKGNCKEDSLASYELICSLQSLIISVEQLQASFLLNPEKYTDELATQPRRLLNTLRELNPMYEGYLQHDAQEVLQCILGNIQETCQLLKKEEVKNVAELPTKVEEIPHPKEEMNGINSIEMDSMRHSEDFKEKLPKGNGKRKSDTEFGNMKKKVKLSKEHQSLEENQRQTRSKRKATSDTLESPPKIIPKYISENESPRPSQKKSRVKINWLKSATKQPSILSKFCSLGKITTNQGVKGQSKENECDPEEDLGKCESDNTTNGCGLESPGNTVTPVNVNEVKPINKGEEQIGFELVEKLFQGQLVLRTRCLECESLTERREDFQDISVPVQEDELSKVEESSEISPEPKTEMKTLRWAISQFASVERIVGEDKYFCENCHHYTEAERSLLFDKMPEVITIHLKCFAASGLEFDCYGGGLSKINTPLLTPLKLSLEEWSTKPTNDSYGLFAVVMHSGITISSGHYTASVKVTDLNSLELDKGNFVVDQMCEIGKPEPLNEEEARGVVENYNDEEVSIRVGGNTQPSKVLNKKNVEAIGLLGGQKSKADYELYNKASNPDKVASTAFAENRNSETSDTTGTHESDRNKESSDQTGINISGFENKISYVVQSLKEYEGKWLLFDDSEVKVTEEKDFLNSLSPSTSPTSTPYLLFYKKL
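USP1/UAF1 complex at 1 nM was preincubated with compound for 15 min at room temperature, then Ub-Rho substrate (150nM final) was added. Fluorescence (480/540 nm) was read kinetically, 6 reads every 60 seconds.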
IDH1 R132H inh: blocks human mutant IDH1 R132H enzyme. O75874. 390,000 compounds, 0.093% hits. IDH1-R132H enzyme, NADPH consumption, diaphorase/resazurin fluorescence. Potency, µM (highest dose often 76.6 µM), inactives show at the top dose activity change, negative = inhibition, hits mostly inhibitors. AID 602179; also: potency is read from the fitted curve at half-maximal effect; % is scaled to controls: 0 for no effect and ±100 for the full control effect; nearly all actives have a fitted effect of over 65% in size
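IDH1-R132H (0.5 ug/mL dispensed) in pH 7.5 Tris buffer was preincubated 30 min with compound, then given a substrate mix of 0.016 mM NADPH and 2 mM alpha-KG for 80 min at room temperature; remaining NADPH was read by diaphorase/resazurin fluorescence.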
D2 antagonist: antagonizes the human D2 dopamine receptor. P14416. HEK293 TREx D2 cells, calcium flux, dopamine EC80. inhibition, % at 10 µM. 340,000 compounds, 2% hits. AID 485344; in the data active = inhibition above about 30%; also: 0% is about no effect
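Measurement of antagonist activity uses fluorescent calcium dye in inducible HEK293 T-REx D2 cells: 10 s baseline, compound addition with 180 s read, EC80 dopamine addition with a further 180 s read.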
TRHR PAM: allosteric enhancers of human TRH receptor. TRHR cells, fluo-8 calcium fluorescence, EC20 TRH enhancement. 360,000 compounds, 0.66% hits. enhancement, % at 2 µM. AID 493056; in the data active = enhancement above about 30%; also: 0% is about no effect
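Enhancer read-out: after compound pinning and an initial kinetic agonist-mode read, an EC20 of TRH (10 nM final) was injected and fluo-8 calcium signal (Ex 480/Em 530) followed at 1 s/cycle for 100 cycles in TRHR-expressing cells.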
D2 ag: agonists of human D2 dopamine receptor; P14416; HEK293 T-REx D2 cells, calcium flux agonist mode; activation, % at 2 µM; 340,000 compounds, 0.53% hits; AID 485358;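 active = activation over 3 SD above normal in the single-dose calcium agonist read, cut at about 30% in these data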; also: 0% is about no effect
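Tetracycline-induced HEK293 T-REx cells with force-coupled D2 receptor, plated overnight at 30 C, loaded with no-wash calcium dye. After a 10 s baseline, compound was pin-added and calcium flux read kinetically for 180 s; calcium rises flagged agonists.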
Starred values were filed as active, the others as inactive; ? = inconclusive; nt = not tested or not shown; & = joins results of further samples; [ ] = remark or other dose. Unless noted, calls follow the shape of the dose curve; as a rule, active = well fitted inhibition curve with a large enough effect; inconclusive = small, poorly fitted or top-dose-only effect; inactive = no such curve, though single readings can be large or run the other way. The list is partial (hit frequency here may not be typical).

SMILES	Pin1 inhibitor	TrxR1 substrate	TrxR1 inh	TRHR agonist	USP1-UAF1 inh	IDH1 R132H inh	D2 antagonist	TRHR PAM	D2 ag
O=C(COC(=O)CN1C(=O)C2CCCCC2C1=O)NCc1ccc(Cl)cc1Cl (stereo unspecified)	-6%	1%	31%	-0.9	-9%	7%	3	-14	nt
CCOc1ccc(CCNC(=O)CN2CCN(Cc3ccccc3C)C2=O)cc1OCC	-4%	9%[57.1 µM]	14%[57.1 µM]	-0.4	-6%	1%	nt	1	nt
O=C(C#Cc1cccc([N+](=O)[O-])c1)c1ccccc1	nt	nt	nt	2.1	nt	nt	12	-15	3.9
CC1(C)CC(=O)C/C(=N\NC(=S)NCc2ccccc2)C1	-12%	-8%	-27%	0.6	-18%	-1%	-11	6	1.4
O=C(Cn1c(CN2CCCCC2)nc2ccccc2c1=O)NCc1ccco1	-3%	9%	17%	-1.6	8%	3%	-15	6	1.6
CC1CCC2(CC1)NC(CO)(CO)CO2 (stereo unspecified)	-4%	5%	0%	-0.6	-4%	-1%	0	3	-0.2
CC1(C)Cc2c(c(N3CCOCC3)nc3sc(C(=O)N4CCCCC4)c(N)c23)CO1	9%	14%	2%	-0.5	-22%	17%	-2	0	-2.0
O=C(NCc1ccc(F)cc1)C1CCN(S(=O)(=O)c2ccc(Cl)cc2)CC1	-2%	-1%	7%	-0.5	-25%	5%	3	8	0.1
Cc1ccc(S(=O)(=O)N(CC(O)CN2C(=O)NC(C)(C)C2=O)c2cccc(C)c2)cc1 (stereo unspecified)	-5%	-1%	12%	-0.2	-1%	-2%	6	6	0.4
Cc1nc2cc(C(F)(F)F)ccc2n1C	-1%	-7%	31%[57.1 µM]	0.7	-18%	8%	-8	2	1.8

Just TrxR1 inh and D2 antagonist, for some of the entries so far:
| molecule | TrxR1 inh | D2 antagonist |
| --- | --- | --- |
| O=C(C#Cc1cccc([N+](=O)[O-])c1)c1ccccc1 | nt | 12 |
| CC1(C)CC(=O)C/C(=N\NC(=S)NCc2ccccc2)C1 | -27% | -11 |

New compounds follow
SMILES	Pin1 inhibitor	TrxR1 substrate	TrxR1 inh	TRHR agonist	USP1-UAF1 inh	IDH1 R132H inh	D2 antagonist	TRHR PAM	D2 ag
CCC(=O)Oc1ccc(NC(=O)CSCc2ccccc2)cc1	2%	4%	14%	-0.3	-26%	9%	-19	-8	-1.1
COc1ccc2c(c1)c(=O)c(C(=O)c1ccc(Cl)cc1)cn2CC(=O)Nc1ccc(F)cc1	23%	-2%	8%	0.8	-14%	4%	-13	5	0.3
COc1ccccc1/C=C/C(=O)c1ccc(NC(C)=O)cc1	4%	0%	?	-0.8	3%	0%	4	0	-0.2
Cc1ccc(NS(=O)(=O)c2ccc3[nH]c(=O)oc3c2)c(C)c1	-1%&-1%	-13%	-2%	0.1&-0.2	-17%&-9%	2%&-11%	1	-2&-1	0.5&-0.6
COc1cc(C(=O)NCc2nnc(SCC(=O)N3CCC(C)CC3)o2)cc(OC)c1OC	3%	-6%	-2%	-0.7	-3%	12%	-15	1	-1.7
CC1CCCCC1NC(=O)Cn1c(=O)oc2cc(S(=O)(=O)N3CCCC3)ccc21 (stereo unspecified)	11%	-1%	12%	0.4	-15%	15%	16	6	0.3
O=C(CSc1nnc(-c2ccc(Cl)cc2)n1Cc1ccco1)NCc1ccc2c(c1)OCO2	1%	5%	-13%	-0.5	-8%	6%	-21	-3	1.0
CN(CCO)c1nc(N)c(C#N)c(CC#N)c1C#N	0%	-4%	-16%	0.0	-7%	-9%	7	0	0.0
C=CCSC1=C(C#N)C2(CCCCC2)C(C#N)C(=O)N1 (stereo unspecified)	-10%	-4%	-16%	0.0	-25%	3%	nt	1	nt
COc1ccc(C(=S)Nc2ccccc2)cc1	1%	-7%	-7%	-0.1	2%	1%	-3	2	-0.5
CCOc1ccc2nc(NC(=O)CC3Oc4ccccc4NC3=O)sc2c1 (stereo unspecified)	7%	-5%	26%	1.1	-11%	-6%	9	-5	1.7
CCc1nccn1S(=O)(=O)c1ccc(C)c(C)c1	-3%	5%[57.1 µM]	5%[57.1 µM]	-0.2	6%	-3%	-2	11	0.1
CC(=O)c1ccc(OCc2cc(C(=O)NCCN3CCCC(O)C3)no2)cc1 (stereo unspecified)	-2%	4%	32%	0.4	-5%	8%	-17	5	-1.5
CC(C)C(OC(=O)c1nsc(Cl)c1Cl)C(=O)NCc1ccccc1 (stereo unspecified)	5%	-1%	12%	-1.8	-19%	-8%	-6	-8	-2.1
O=C(COC(=O)C1CCCN1C(=O)C12CC3CC(CC(C3)C1)C2)c1ccc(Br)cc1 (stereo unspecified)	10%	-1%[57.1 µM]	4%[57.1 µM]	-0.6	3%	-5%	23	1	-0.7
CCOc1cc(/C=C(/C#N)c2ccc(F)cc2)ccc1OCc1ccc(C(=O)O)o1	?	-10%	-7%[57.1 µM]	0.1	-8%	-3%	nt	-8	nt
Cc1cccc(CSC2=NCCN2C(=O)c2ccc(Br)o2)c1	3%	4%	7%	0.5	?	6%	7	-2	-1.4
CC1CCCCN1C(=S)Nc1ccc2nc3n(c(=O)c2c1)CCCCC3 (stereo unspecified)	9%	15%	?	-0.6	-18%	6%	11	-4	0.3
CCOC(=O)c1c(NC(=O)COc2c(C)cc(Cl)cc2Cl)sc2c1CCCC2	36%[activator]	-2%	7%	0.8	-20%	4%	nt	10	0.8
O=C(CCC1N=C2c3ccccc3N=C(SCc3ccccc3F)N2C1=O)NCc1ccc(F)cc1 (stereo unspecified)	8%	4%[57.1 µM]	6%[57.1 µM]	-0.1	9%	-13%	nt	-4	-0.3
CCCc1cc(C(=O)Nc2ccccc2SC)no1	0%	13%[57.1 µM]	?	-0.3	-21%	11%	nt	2	nt
Nc1cccc(-c2cn3cc(C(F)(F)F)cc(Cl)c3n2)c1	1%	-3%	-2%	0.4	3%	7%	-10	1	-0.6
CC1CCc2nc(NC(=O)C3COc4ccccc4O3)sc2C1 (stereo unspecified)	2%	-3%[57.1 µM]	4%[57.1 µM]	0.3	-26%	12%	nt	0	nt
O=C(O)C[C@H]1c2cc(C(F)(F)F)ccc2S(=O)(=O)N1C1CCCCC1	-1%	5%[57.1 µM]	-10%[57.1 µM]	nt	25%	-7%	nt	nt	nt
CCOC(=O)Cc1csc(NS(=O)(=O)Cc2ccccc2)n1	-7%	14%[57.1 µM]	9%[57.1 µM]	0.2	-18%	5%	nt	0	nt
NC(=O)NC(CC(=O)NNC(=O)c1ccccn1)c1ccccc1Cl (stereo unspecified)	2%	-7%	0%	-0.4	-8%	-17%	1	3	0.3
CCOC1CCCCC1NS(=O)(=O)c1ccc(Cl)cc1 (stereo unspecified)	2%	9%	19%	0.0	-2%	-1%	9	-1	-0.4
COc1ccc(NS(=O)(=O)c2ccc(N3CCN(CCO)CC3)c([N+](=O)[O-])c2)cc1	-2%	-8%	-10%	0.6	-9%	1%	nt	-6	nt
CCn1c(CNc2ccc(C)cc2)nnc1SCC(=O)NCc1ccccc1	4%	-3%	-1%	0.3	-13%	9%	-2	-1	1.7
C=CCC(NCc1ccccc1)c1ccc(OC)cc1 (stereo unspecified)	-6%	-3%	15%	0.5	-13%	-2%	-23	5	0.6

5 compounds picked at random from those above, as already listed:
SMILES	Pin1 inhibitor	TrxR1 substrate	TrxR1 inh	TRHR agonist	USP1-UAF1 inh	IDH1 R132H inh	D2 antagonist	TRHR PAM	D2 ag
Cc1ccc(S(=O)(=O)N(CC(O)CN2C(=O)NC(C)(C)C2=O)c2cccc(C)c2)cc1 (stereo unspecified)	-5%	-1%	12%	-0.2	-1%	-2%	6	6	0.4
CC1CCCCN1C(=S)Nc1ccc2nc3n(c(=O)c2c1)CCCCC3 (stereo unspecified)	9%	15%	?	-0.6	-18%	6%	11	-4	0.3
CCOC(=O)c1c(NC(=O)COc2c(C)cc(Cl)cc2Cl)sc2c1CCCC2	36%[activator]	-2%	7%	0.8	-20%	4%	nt	10	0.8
CCOc1ccc(CCNC(=O)CN2CCN(Cc3ccccc3C)C2=O)cc1OCC	-4%	9%[57.1 µM]	14%[57.1 µM]	-0.4	-6%	1%	nt	1	nt
CC1CCc2nc(NC(=O)C3COc4ccccc4O3)sc2C1 (stereo unspecified)	2%	-3%[57.1 µM]	4%[57.1 µM]	0.3	-26%	12%	nt	0	nt

Continuation:
SMILES	Pin1 inhibitor	TrxR1 substrate	TrxR1 inh	TRHR agonist	USP1-UAF1 inh	IDH1 R132H inh	D2 antagonist	TRHR PAM	D2 ag
CN1CCN(Cc2nc3c(c(=O)n(C)c(=O)n3C)n2Cc2cccc3ccccc23)CC1	-1%	3%	22%	2.4	-28%	1%	nt	-2	nt
COc1cccc(NC(=O)C(C)Oc2ccccc2)c1 (stereo unspecified)	-10%	9%	26%	-0.3	4%	0%	-27	-7	-2.6
CCCOc1ccc(C(=O)Nc2cccc(NC(=O)c3ccc(Cl)cc3Cl)c2)cc1	12%	4%	14%	-0.5	-17%	-12%	nt	-3	-0.6
CCc1ccc(-n2c(=O)c3c(C)c(C)sc3n(CC(=O)NCc3ccc(C)cc3)c2=O)cc1	16%	2%	11%	-1.6	-23%	nt	nt	7	-0.3
COc1ccc(C(=O)NCCc2nnc3ccc(SCC(=O)Nc4ccccc4)nn23)cc1	0%	2%	8%	2.2	-3%	-3%	9	8	-0.6
Cc1ccc(C(=O)N2CCN(C(=O)c3ccc(C)cc3)C2)cc1	-12%	4%	9%	-0.9	-23%	5%	21	-6	-0.7
C/C(=N\NC(=O)c1cc(O)cc(O)c1)c1ccc(NC(=O)Cc2ccccc2)cc1	nt	4%[57.1 µM]	7%[57.1 µM]	-0.3	-18%	1%	13	-1	0.6
N#C/C(=C\c1cccc(O)c1)C(=O)Nc1ccc2c(c1)OCCO2	-3%	-3%	-3%	0.6	-16%	-5%	-2	-2	-2.5
